# CIT2-GFP yeast: modulators of CIT2-GFP expression in yeast, primary screen, S. cerevisiae, GFP fusion, multiplex flow cytometry, MLPCN library; S. cerevisiae CIT2-GFP strain, 3 h; 100 means same as DMSO wells; GFP response vs DMSO, % at 10 µM; 320,000 compounds, 0.065% hits; AID 2029, 2009;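 active means GFP response relative to DMSO above a set limit, near the screen mean plus 3 SD, cut at about 150% in these data; inconclusive means Fewer than 70 cells measured for a yeast strain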;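 further: ratio of well median GFP fluorescence to mean of DMSO wells on the plate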
# GLD-1 RNA inh: GLD-1/TGE RNA complex disruptors, primary screen, biochemical, fluorescence polarization; Female germline-specific tumor suppressor gld-1 (Caenorhabditis elegans), Q17339; purified GLD-1 + fluorescein TGE RNA; inhibition, % at 5.96 µM; 320,000 compounds, 0.44% hits; AID 2280, 2010;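 active means percent inhibition above a per-plate cutoff, the plate mean of test compounds plus 3 SD, cut at about 30% in these data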;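 further: 0% = DMSO wells with GLD-1 and probe and 100% = wells lacking GLD-1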
# AGP1 TOR yeast: modulators of AGP1-GFP expression in yeast TOR pathway, primary screen, cell-based, multiplex flow cytometry, S. cerevisiae, MLPCN library | 320,000 compounds, 0.02% hits | 3 h; GFP as percent of DMSO wells | GFP response vs DMSO, % at 10 µM;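 active means GFP response relative to DMSO above a set limit, near screen average plus 3 SD, cut at about 150% in these data; inconclusive means fewer than 70 cells counted for the yeast strain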;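 further: median GFP channel fluorescence of the gated AGP1 strain per well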
# VLA-4 inh: inhibition in human VLA-4 binding assay, primary screen, VLA-4 allosteric modulator project, MLPCN library, flow cytometry, VLA-4 expressing cells; Integrin alpha-4 (Homo sapiens), P13612; ligand binding flow cytometry; inhibition, % (about 7 µM as worked out from the volumes in the protocol); 330,000 compounds, 0.2% hits; AID 2557, 2010; in the data active means inhibition above about 50%
# GRK2 inh: compounds blocking aptamer binding on GRK2 – biochemical, human GRK2, bead flow cytometry, HTS, primary screen | 330,000 compounds, 0.59% hits | Beta-adrenergic receptor kinase 1 (Homo sapiens), P25098 | inhibition of aptamer binding, % at 10 µM | FAM-aptamer displacement from GRK2 | AID 488847, 2010;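 active means inhibition of aptamer binding above 40%, roughly 3 SD of noise, on plates passing a quality check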;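 further: median bead fluorescence of bound FAM aptamer so fluorescent compounds give negative values; no value below 0 was filed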
# Target sequence (P25098 whole entry, looked up): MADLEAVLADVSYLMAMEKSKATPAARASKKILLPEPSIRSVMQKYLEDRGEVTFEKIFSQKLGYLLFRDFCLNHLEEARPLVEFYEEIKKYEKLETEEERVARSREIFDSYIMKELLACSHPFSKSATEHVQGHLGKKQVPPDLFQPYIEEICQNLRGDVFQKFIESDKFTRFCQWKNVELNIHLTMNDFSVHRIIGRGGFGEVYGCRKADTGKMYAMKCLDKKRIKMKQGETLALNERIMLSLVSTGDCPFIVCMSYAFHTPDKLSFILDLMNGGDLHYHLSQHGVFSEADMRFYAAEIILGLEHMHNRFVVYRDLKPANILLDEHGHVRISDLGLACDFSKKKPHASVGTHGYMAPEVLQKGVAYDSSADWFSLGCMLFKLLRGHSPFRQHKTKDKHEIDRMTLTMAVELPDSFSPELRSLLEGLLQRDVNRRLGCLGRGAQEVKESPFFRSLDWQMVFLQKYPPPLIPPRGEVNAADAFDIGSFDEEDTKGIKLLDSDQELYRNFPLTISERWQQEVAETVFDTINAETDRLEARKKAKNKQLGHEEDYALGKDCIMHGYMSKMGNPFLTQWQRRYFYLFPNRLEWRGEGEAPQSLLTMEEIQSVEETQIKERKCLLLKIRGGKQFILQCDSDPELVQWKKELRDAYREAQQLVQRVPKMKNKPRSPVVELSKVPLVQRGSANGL
# BCLXL inh: inhibitors of human Bcl-xL, primary screen, biochemical, fluorescence polarization, HTS; Bcl-2-like protein 1 (Homo sapiens), Q07817; GST-Bcl-xL / FITC-Bim BH3 peptide fluorescence polarization; inhibition, % at 10.9 µM; 320,000 compounds, 0.7% hits; AID 2129, 2009;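 active means inhibition above the mean of all tested compounds plus 3 SD, cutoff set per campaign, cut at about 30% in these data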;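 further: 0% = DMSO wells and 100% = unlabeled Bim-BH3 peptide competitor; inhibitors lower millipolarization by displacing the labeled peptide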
# MEX-5 binding: MEX-5 zinc finger RNA-binding disruptors – biochemical, C. elegans, fluorescence polarization, MLPCN library, primary screen | Zinc finger protein mex-5 (Caenorhabditis elegans), Q9XUB2 | MEX-5/FITC-TCR2 RNA binding; stronger effect = lower value | activity score (negative = inhibition of binding), % at 10 µM | 300,000 compounds, 0.38% hits | AID 1832, 2009;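 active means inhibition past about -25% in most replicates, and total fluorescence under double the plate's negative control median, limit read from the data; inconclusive means replicates evenly split on the limit, or fluorescence at least double controls; inactive means too little inhibition in most replicates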;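 further: 0% = DMSO and -100% = 5 µM competing unlabeled TCR2 RNA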
# CR mimetic SO: reduction of superoxide in aged yeast, primary screen, HTS | 330,000 compounds, 0.18% hits | S. cerevisiae aged cells, superoxide DHE fluorescence; stronger effect = lower value | superoxide response (% of plate mean), % at 10 µM;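 active means superoxide response under a set limit, about three screen SD below normal, cut at about 65% in these data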;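 further: yeast aged for seven days with compound at 30 °C before DHE staining; 100% = average MFI of all compound-treated wells on the plate with controls excluded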
# MCL1-BIM inh: inhibitors of MCL1 binding to BIM-BH3, primary screen, biochemical, fluorescence polarization. AID 2057, 2009. Induced myeloid leukemia cell differentiation protein Mcl-1 (Homo sapiens), Q07820. inhibition, % at 10.9 µM. 320,000 compounds, 0.68% hits. GST-MCL1 / FITC-Bim-BH3 fluorescence polarization;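 active means inhibition above the mean inhibition of all tested compounds plus 3 SD, set per campaign, cut at about 40% in these data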;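 further: 0% = DMSO wells and 100% = unlabeled Bim-BH3 peptide control; higher means more loss of mP so more displacement of Bim peptide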
# Target sequence (Q07820 whole entry, looked up): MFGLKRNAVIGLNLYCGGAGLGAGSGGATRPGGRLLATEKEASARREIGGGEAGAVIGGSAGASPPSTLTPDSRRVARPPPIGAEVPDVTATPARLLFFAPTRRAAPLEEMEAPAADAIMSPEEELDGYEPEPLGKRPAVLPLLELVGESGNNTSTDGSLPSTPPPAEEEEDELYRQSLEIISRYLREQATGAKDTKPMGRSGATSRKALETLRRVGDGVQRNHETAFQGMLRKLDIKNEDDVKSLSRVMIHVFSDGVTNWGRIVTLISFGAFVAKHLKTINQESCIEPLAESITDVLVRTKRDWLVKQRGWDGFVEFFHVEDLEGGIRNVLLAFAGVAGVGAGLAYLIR
# * = called active by the depositor; u = inconclusive; x = not tested or not shown; [ ] = another dose, or the depositor's remark.
Molecule,CIT2-GFP yeast,GLD-1 RNA inh,AGP1 TOR yeast,VLA-4 inh,GRK2 inh,BCLXL inh,MEX-5 binding,CR mimetic SO,MCL1-BIM inh
COc1ccc(NC(=O)c2ccccc2Sc2ccc(NC(C)=O)nc2)cc1,94.7,9.3,98.4,-4.5,14.0,5.0,-2.2,81.7,4.7
N#Cc1cnc(SCC(=O)N2CCCC2)nc1N,89.7,4.0,85.5,-1.5,0.0,-2.1,0.1,100.5,-6.0
Cc1sc2nc(C3CC3)nc(SCC(=O)N3c4ccccc4CC3C)c2c1C (stereo not given),100.1,2.5,97.2,-176.6,1.0,3.7,1.6,83.2,-3.2
O=C(Nc1ccccn1)c1ccc(Cl)c([N+](=O)[O-])c1,99.7,5.7,92.7,17.5,4.0,1.8,-2.5,94.4,-2.3
COCCn1c(SCC(=O)N2CCOCC2)nnc1-c1ccncc1,102.7,0.0,101.5,8.0,4.0,3.6,2.5,95.2,1.5
COc1cccc(OCC(=O)NCC2CCCO2)c1 (stereo not given),104.3,-0.7,94.5,-10.8,0.0,x,x,106.1,x
Cc1nc(SC(C)C(=O)NC2CCCC2)c2ccccc2n1 (stereo not given),96.3,-3.4,101.1,8.9,0.0,2.4,x,91.0,-1.8
Cc1ccc(N2CC(C(=O)Nc3ccc(S(=O)(=O)NCC4CCCO4)cc3)CC2=O)cc1C (stereo not given),110.9,1.2,99.0,2.6,0.0,2.1,2.4,101.9,-6.4
Cc1cccc(Cn2nnc3c2C(=O)c2ccccc2C3=O)c1,92.8,11.8,92.4,5.4,0.0,1.7,-0.3,141.2,1.3
COc1cccc(-n2nnc3c(=O)n(Cc4ccccc4Cl)cnc32)c1,89.6,2.4,88.7,10.5,0.0,4.2,-0.4,130.4,6.3
O=C(c1cc(Cl)nc2ccccc12)N1CCCCC1,94.1,2.9,98.2,6.3,0.0,7.5,3.9,106.1,9.0
Cc1ccsc1/C=N/N1CCOCC1,102.3,1.7,98.1,28.7,0.0,3.9,-1.7,101.5,-4.2
CCSc1nc(-c2ccc(OC)cc2)n(-c2nc3ccccc3s2)n1,x,9.1,98.3,4.1,2.0,5.8,0.1,132.3,6.0
CC(=O)c1ccc(NC(=O)CN2C(=O)NC3(CCCc4ccccc43)C2=O)cc1 (stereo not given),82.4,3.7,90.7,12.4,6.0,x,x,106.7,x
CSc1ccc(-c2nc(CSCC(=O)N3CCOCC3)c(C)o2)cc1,97.4,5.0,104.8,11.3,0.0,4.5,-1.2,92.2,4.0
CCOC(=O)Nc1ccc(S(=O)(=O)N2CCC(C)CC2)cc1,79.7,9.5,92.8,5.3,3.0,-6.1,2.7,83.4,-3.8
Cc1cc2oc(C(=O)Nc3ccc(S(=O)(=O)Nc4ncccn4)cc3)c(C)c2cc1Cl,90.7,x,95.1,9.5,0.0,x,x,89.1,x
O=Cc1ccc2noc(-c3ccc(F)cc3)c2c1,86.9,102.7*,88.5,5.2,5.0,101.0*,u,107.5,106.2*
Brc1ccc2c(c1)CNc1c(ncnc1N1CCOCC1)O2,106.4,-5.7,103.4,-14.6,2.0,0.7,-0.6,85.5,2.8
CC(O)c1cccc(NC(=O)Cc2cccc3ccccc23)c1 (stereo not given),104.9,2.4,100.3,17.3,0.0,-3.5,-1.4,105.8,-6.7
CCC(CC)C(=O)NCc1ccccc1OC,99.5,3.6,111.7,2.4,5.0,2.8,-0.4,99.5,4.0
Cc1ccc(N(CC(=O)NCc2ccc3c(c2)OCO3)C(=O)c2csnn2)cc1,104.7,-2.6,103.5,8.2,3.0,2.4,-1.1,89.5,2.3
Cc1cccc(-n2ncc3c(NC4CCCCC4)ncnc32)c1,83.5,4.0,92.4,-1.1,2.0,-0.9,1.1,108.0,-7.3
C#CCOCCOCCOCCNc1nc(N2CCN(C(=O)[C@H](CCCCN)n3cc([C@@H](N)CO)nn3)CC2)nc(N2CCN(C(=O)[C@H](CCCCN)n3cc([C@@H](N)CC(C)C)nn3)CC2)n1,92.3,-5.2,94.9,9.8,0.0,x,x,114.5,x
O=C(CN1CCCCC1)N=Nc1c(O)[nH]c2ccccc12,101.4,0.7,95.4,0.1,1.0,2.0,0.8,97.1,4.0
Cc1cnc(C(=O)Nc2nnc(C(C)C)s2)cn1,107.8,-11.4,100.9,0.1,0.0,2.7,-1.3,95.0,6.1
CCc1ccc(Nc2nnc(SCn3nnc4ccccc4c3=O)s2)cc1,82.9,-1.7,88.0,-2.0,0.0,-1.6,x,108.8,-9.9
CCOc1ccc(CO[C@@H]2O[C@H](CO)[C@@H](O)[C@H](O)[C@H]2NC(C)=O)cc1OC,97.1,x,95.5,6.2,0.0,x,0.2,91.2,x
COc1ccccc1/C=C/C=N/NC(=O)c1cnccn1,88.8,4.7,90.2,-3.4,0.0,-1.8,0.9,96.3,-0.3
CC(=O)c1ccc(NC(=O)C(C)N(C)CC(=O)Nc2ccccc2Cl)cc1 (stereo not given),102.5,-8.9,94.2,1.4,0.0,1.1,1.3,104.6,-6.1
COc1ccc(-n2nc(C(=O)NCC3CCCO3)c3ccccc3c2=O)cc1 (stereo not given),95.5,11.0,97.7,-12.8,0.0,9.9,0.2,85.3,4.3
O=C(NCCN1CCOCC1)c1ccc(Cl)c(S(=O)(=O)N2CCCC2)c1,108.9,1.1,100.7,-8.9,0.0,-0.3,-3.8,83.3,7.2
C/C(CC(=O)Nc1ccc(OCc2ccccc2)cc1)=N\NC(=O)C(=O)Nc1ccccc1C,115.6,0.3,105.8,30.1,2.0,4.0,-1.4,116.9,6.2
CC(C)C(=O)N=C1SC2CS(=O)(=O)CC2N1Cc1ccccc1 (stereo not given),96.9,3.9,95.0,3.1,0.0,6.6,1.9,95.6,3.8
CC(C)C[C@H](NC(=O)c1nc[nH]c1C(=O)N[C@@H](CCCCNC(=O)OC(C)(C)C)C(=O)OC(C)(C)C)C(=O)OC(C)(C)C,78.2,7.3,86.4,-3.0,0.0,4.8,-0.6,101.3,9.1
Cc1cc(C)c(NC(=O)COC(=O)C2CCC(=O)N2)c(C)c1 (stereo not given),103.4,7.2,101.9,1.7,1.0,0.6,2.8,135.9,2.8
N#Cc1ccc(NC(=O)COC(=O)CCNS(=O)(=O)c2ccccc2)cc1,84.4,2.7,84.6,22.3,2.0,2.9,-1.7,85.1,2.8
COC(=O)C1=C(C)N(C2CCCCC2)C(=O)/C1=C\c1cccs1,88.7,3.4,99.0,-10.4,2.0,27.7,0.1,93.8,2.6
O=C(NCCCn1ccnc1)c1ccccc1Cl,94.8,17.3,93.8,2.8,0.0,7.3,-2.4,98.5,2.2
Cc1ccc(C(C(=O)NC2CCCC2)N(Cc2cccs2)C(=O)c2csnn2)o1 (stereo not given),99.8,-5.0,110.4,24.3,1.0,5.5,2.5,92.8,14.7
CC(=O)c1ccc(S(=O)(=O)N(CCCO)Cc2cc3cc4c(cc3[nH]c2=O)OCCO4)cc1,92.2,5.2,16.6,-11.3,4.0,6.9,3.0,111.0,-0.3
c1ccc2[nH]c(SCc3ccc(-c4nnco4)cc3)nc2c1,82.1,3.0,94.3,8.3,0.0,-4.5,0.7,94.6,-7.8
CC(=O)Nc1cccc(-n2nnc(SCC(N)=O)n2)c1,104.6,7.6,107.2,8.1,0.0,1.3,-1.1,85.0,4.4
Cc1ccc2c(C)nc(Nc3ncc4c(n3)CCCC4=O)nc2c1,104.3,-2.1,100.9,-1.0,0.0,-2.0,1.2,110.7,1.3
C[C@@H]1C=C(C(=O)O)O[C@H](OCc2ccc(CO)cc2)C1,87.8,0.5,93.8,11.5,0.0,8.9,1.8,101.4,7.8
O=C(O)C1Cc2ccccc2CN1C(=O)COc1ccc(Cl)cc1 (stereo not given),101.2,4.8,104.1,17.9,2.0,5.3,1.6,109.3,9.5
CCCCCc1cc(=O)oc2c(C(CCN3CCCC(C)C3)c3ccc(OC)cc3)c(OC)cc(OC)c12 (stereo not given),104.7,2.1,107.1,-3.1,0.0,5.5,8.4,98.3,2.0
COc1ccc(NC(=O)NC2(C(=O)N3CCCCC3)CCCCC2)cc1,104.8,0.1,101.5,-8.0,0.0,-1.0,-2.8,97.2,2.0
O=C(NCc1cccnc1)C(=O)NCC1OCCN1S(=O)(=O)c1ccc(F)cc1 (stereo not given),96.1,2.6,97.9,0.0,0.0,3.5,-3.6,91.2,0.1
O=C1C=C(c2cc(Cl)cc(Cl)c2)C[C@@H](c2ccc(F)cc2)C1,105.3,4.0,100.1,0.0,0.0,1.9,x,102.8,-2.6
O=C(N/N=C/c1ccncc1)c1ccc2c(c1)OCO2,x,5.1,87.2,4.0,0.0,5.0,0.2,101.5,10.3
CC1CCc2nn(CC(=O)NCCN3CCCCC3C)cc2C1 (stereo not given),107.9,4.5,105.7,5.9,0.0,17.4,-35.0*,91.9,17.7
O=C(c1ccncc1)N1CCN(c2ccc(F)cc2)CC1,92.6,-1.3,92.0,-5.5,1.0,1.8,0.1,95.2,-2.4
CCCc1nnc(SCC(=O)Nc2ccc(OC)cc2)n1N,104.7,4.7,98.5,3.1,0.0,-5.7,1.0,80.5,-7.0
CC(C)(C)c1ccc(/C=C(\C#N)C(=O)NCCN2CCOCC2)cc1,114.1,-2.7,112.8,13.2,0.0,-3.0,0.5,84.0,-9.2
O=C(COc1ccccc1)Nc1cc2c3c(c1)CC(=O)N3CCC2,101.4,-1.7,103.7,0.8,1.0,7.0,2.1,101.3,8.3

# The list continues:
Molecule,CIT2-GFP yeast,GLD-1 RNA inh,AGP1 TOR yeast,VLA-4 inh,GRK2 inh,BCLXL inh,MEX-5 binding,CR mimetic SO,MCL1-BIM inh
c1ccc(-c2csc3ncn4nnnc4c23)cc1,x,-3.1,82.5[may fluoresce red and violet],2.2,0.0,4.5,2.0,102.5,7.2
O=C(c1ccc(Cl)c(S(=O)(=O)N2CCOCC2)c1)N1CCCC1,101.8,4.3,100.6,12.6,0.0,0.8,0.1,96.2,-3.8
CCCCc1c(C)[nH]c2nc3ccccc3n2c1=O,101.0,6.1,99.1,-3.1,0.0,0.3,1.3,108.4,0.1
CCN1CCN(c2cc3c(nn2)Oc2ccccc2N3C)CC1,103.5,3.3,100.8,16.7,0.0,4.8,0.4,112.6,3.4
O=C(CCN1C(=O)c2ccccc2C1=O)N1CCN(C2c3ccccc3-c3ccccc32)CC1,90.6,-0.6,96.9,-5.9,0.0,3.2,3.4,104.9,1.2
O=C(CNS(=O)(=O)c1cccc(Br)c1)NCCCc1ccccc1,99.6,7.4,105.8,2.8,0.0,-1.8,1.6,127.0,2.4
